HEK293 tox: cytotoxicity counter-screen for GLP-1 receptor inverse agonists; HEK293 cAMP-luciferase reporter cells, luminescence, 24 h; Potency, µM (titrated, usually from 38.3 µM), for inactives: at the highest dose activity change, negative = inhibition, usual class: inhibitors; 410,000 tested, 0.13% active;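 also: loss of luciferase light is scored as toxicity; potency is read from the fitted curve at half-maximal effect; % is scaled to controls: 0 for no effect and ±100 for the full control effect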
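Here, cytotoxicity is scored as loss of luminescence. The MLSMR collection was tested on cells seeded in medium containing 10% Nu serum, with a 24 hr compound exposure preceded by 12 hours of culture.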
FUS yeast rescue: rescues growth of FUS-expressing yeast | S. cerevisiae FUS-expressing, growth rescue, OD600, 24 h | 390,000 tested, 0.24% active | Potency, µM (highest dose often 76.6 µM), inactives show top-dose growth rescue (activation), most hits filed as activators | AID 1347120;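 also: potency is read from the fitted curve at half-maximal effect; plate controls were DMSO vehicle for no effect and reference control for full effect; nearly all actives have a fitted effect of over 55% in size; some results filed as inactive show a strong effect at the top dose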
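S. cerevisiae expressing FUS from galactose induction served as the toxicity model. Growth after 24hr at 30C, read as absorbance at 600 nm, indicates suppression of toxicity; compounds dosed at several concentrations.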
Mm-Cpn inhibitor: M. maripaludis TRiC chaperonin inhibition; Potency, µM (top dose mostly 76.9 µM), without a hit: at the top dose activity, negative = inhibition, usual class: inhibitors; 330,000 tested, 0.031% active; purified Mm-Cpn ATPase, ADP Transcreener TR-FRET; also: potency is read from the fitted curve at half-maximal effect; % is scaled to controls: 0 for no effect and ±100 for the full control effect; nearly all actives have a fitted effect of over 80% in size
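Purified archaeal Mm-CPN (25nM final) preincubated 10 min at 37degC with compound, then 10uM ATP for 30 min at 37degC; ADP measured by HTRF Transcreener TR-FRET; buffer 30 mM TRIS pH 7.4, 100mM KCl, 5mM MgCl2, 1mM DTT.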
GLP-1R inv ag: acts as inverse agonist at human GLP-1 receptor; Potency, µM (highest dose often 38.3 µM), for the others: at the highest dose activity change, negative = inhibition, most hits filed as inhibitors; HEK293 GLP-1R CRE-luciferase, luminescence, 24 h; GLP-1R form is constitutively active; 410,000 tested, 1.6% active; also: potency is read from the fitted curve at half-maximal effect; % is scaled to controls: 0 for no effect and ±100 for the full control effect; nearly all actives have a fitted effect of over 55% in size
Target sequence (P43220 whole entry, looked up): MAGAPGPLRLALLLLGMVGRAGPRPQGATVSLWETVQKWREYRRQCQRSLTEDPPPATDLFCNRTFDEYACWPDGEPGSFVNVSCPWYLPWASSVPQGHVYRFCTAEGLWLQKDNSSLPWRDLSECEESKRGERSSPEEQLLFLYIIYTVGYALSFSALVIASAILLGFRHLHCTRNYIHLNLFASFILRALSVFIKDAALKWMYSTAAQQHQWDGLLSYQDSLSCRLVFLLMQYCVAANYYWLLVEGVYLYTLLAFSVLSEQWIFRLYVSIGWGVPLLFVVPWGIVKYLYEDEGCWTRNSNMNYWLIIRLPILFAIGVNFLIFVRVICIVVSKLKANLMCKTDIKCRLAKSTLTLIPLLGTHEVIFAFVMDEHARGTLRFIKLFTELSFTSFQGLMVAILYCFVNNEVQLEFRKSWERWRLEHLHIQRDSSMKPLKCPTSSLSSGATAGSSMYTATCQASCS
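Inverse agonism was detected as reduced cAMP-driven luciferase luminescence after 24 h compound treatment. The cells were HEK293 clones expressing constitutively active human GLP-1R with the reporter. Reporter-only and GPR119 cell lines served as counterscreen controls.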
TDP-43 yeast inh: inhibitors of TDP-43 toxicity in yeast; TDP-43 expressing yeast growth rescue, BacTiter-Glo, 24 h; Potency, µM (titrated, usually from 46.1 µM), for the others: top-dose growth rescue (activation), hits mostly activators; 410,000 tested, 1.8% active; also: potency is read from the fitted curve at half-maximal effect; % of control where 0% means no effect; nearly all actives have a fitted effect of over 50% in size
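Cell-based yeast growth screen: TDP-43 expression induced in galactose, inoculum OD600=0.02 after raffinose pregrowth to mid-log. Read-out BacTiter-Glo luminescence at 24 hr, 30 deg C; inhibition of toxicity seen as signal increase.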
aSyn rescue: inhibitors of alpha-synuclein toxicity in yeast | Yeast expressing alpha-synuclein, growth rescue, BacTiter-Glo, 24 h | Potency, µM (series often up to 46.1 µM), for inactives: at the highest dose growth rescue (activation), most hits filed as activators | 370,000 tested, 0.14% active | AID 652106; also: potency is read from the fitted curve at half-maximal effect; % of control where 0% means no effect; nearly all actives have a fitted effect of over 65% in size
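Galactose-induced alpha-syn yeast (OD600=0.02, raffinose-pregrown) + pinned cpd, 24 hr, 30 deg C; growth by BacTiter-Glo luminescence. Growth restoration scores as activation.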
Abeta rescue: A-beta toxicity reversal in yeast; yeast expressing A-beta42, growth rescue, OD600, 48 h; response scale: 0% DMSO, 100% iron-clioquinol control; Potency, µM (top dose mostly 46.1 µM), for inactives: at the highest dose growth rescue, most hits filed as activators; 410,000 tested, 0.063% active; also: potency is read from the fitted curve at half-maximal effect; nearly all actives have a fitted effect of over 55% in size
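Yeast growth medium received pinned compounds, then yeast cells expressing toxic A-beta were added; plates incubated at 30 C for 48 hr. Growth read as absorbance at 600 nm, normalized to DMSO and equimolar FeCl3 plus clioquinol controls.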
PTHR1 agonist: agonists of human PTHR1 parathyroid hormone receptor | Q03431 | HEK293 GP2 PTHR1 cells, GloSensor cAMP luminescence, 1 h | Potency, µM (doses to about 115 µM), without a hit: at the top dose activation, hits mostly activators | 410,000 tested, 0.075% active | AID 743266; also: potency is read from the fitted curve at half-maximal effect; nearly all actives have a fitted effect of over 55% in size; some results filed as inactive show a strong effect at the top dose; inactives centre near -15; many of its hits are not listed in these tables
Target sequence (Q03431 whole entry, looked up): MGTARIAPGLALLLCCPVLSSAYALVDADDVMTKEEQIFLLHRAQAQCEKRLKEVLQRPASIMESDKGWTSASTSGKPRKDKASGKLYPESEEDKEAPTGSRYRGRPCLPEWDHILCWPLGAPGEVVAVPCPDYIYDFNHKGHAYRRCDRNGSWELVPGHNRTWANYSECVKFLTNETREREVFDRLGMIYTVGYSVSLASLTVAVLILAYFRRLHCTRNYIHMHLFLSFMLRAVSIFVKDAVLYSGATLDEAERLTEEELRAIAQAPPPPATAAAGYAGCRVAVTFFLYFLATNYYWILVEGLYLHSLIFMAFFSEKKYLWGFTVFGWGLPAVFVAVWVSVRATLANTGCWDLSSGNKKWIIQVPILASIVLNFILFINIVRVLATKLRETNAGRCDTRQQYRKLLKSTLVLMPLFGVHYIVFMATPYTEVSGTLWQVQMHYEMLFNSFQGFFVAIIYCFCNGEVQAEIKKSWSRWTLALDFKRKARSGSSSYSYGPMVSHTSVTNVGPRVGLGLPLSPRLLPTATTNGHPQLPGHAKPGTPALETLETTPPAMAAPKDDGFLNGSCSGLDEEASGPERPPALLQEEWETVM
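HEK-293-derived GP2 cells expressing PTHR1 and a GloSensor cAMP reporter, 3,000/well, plated overnight, given luciferin plus IBMX (each 0.5 mM as added) for 1 h at 37 °C, then compound for 1 h at 37 °C. Luminescence was read after 15 min at room temperature.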
pAkt inh: Akt phosphorylation inhibition | AID 651550 | Neuro2A IGF-stimulated pAkt S473 HTRF, 20 min; stronger effect = lower value | 360,000 tested, 0.32% active | activity change, % for hits at 50 µM; in the data active = activity change below about -80%; inconclusive = mostly about -51% to -80%; also: % is scaled to controls: 0 for no effect and ±100 for the full control effect
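Neuro2A cells in DMEM with 0.5% FBS, overnight at 37 deg C, given compound at single 50 µM final, then IGF (6 nM final) for 20 min at 37 deg C. Lysed; phospho-Akt Ser473 by HTRF after 24 h, 665/615 ratio.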
* marks the source's active call; other numbers are inactive results; i = inactive; ? = inconclusive; . = no result given; [ ] = remark or other dose. Unless noted, calls follow the shape of the dose curve; as a rule, active = well fitted curve in the direction sought with a large enough effect; inconclusive = small, poorly fitted or top-dose-only effect, or another doubt; inactive = no such curve, though single readings can be large; an effect the other way counts as inactive or inconclusive.

Molecule | HEK293 tox | FUS yeast rescue | Mm-Cpn inhibitor | GLP-1R inv ag | TDP-43 yeast inh | aSyn rescue | Abeta rescue | PTHR1 agonist | pAkt inh
CCN1C(Nc2ccccc2)=NC[C@@H]1C | 5% | -16% | -2% | 0% | 28% | -3% | -12% | i | i
Cc1ccc(C(=O)c2oc3ccccc3c2NC(=O)COc2ccc(C(C)(C)C)cc2)cc1 | 1% | -27% | . | 1% | 11% | . | -7% | i | .
COc1cc2c(cc1OC)CN(CC(=O)NC(=O)NCc1ccco1)CC2 | 29% | 18% | 0% | 1% | 0% | 1% | 9% | i | i
O=C(NC1CCCC1)C(c1ccco1)N(C(=O)c1ccco1)c1ccccc1 (stereo not drawn) | 8% | 15% | -18% | 2% | 5% | 22% | -5% | -20% | i
O=C1CCCC2=C1C(c1ccsc1)CC(=O)N2c1ccccc1F (stereo not drawn) | -7% | 4% | 0% | 11% | . | 4% | 5% | i | i
O=C(/C=C/c1cccc([N+](=O)[O-])c1)OCC(=O)c1ccccc1 | 2% | 9% | -3% | 2% | 21% | 5% | 8% | i | i
Cc1cccc(N(C(=O)c2cnc3n(c2=O)CCS3)C2CCCCC2)c1 | 0% | -1% | -3% | 10% | -17% | -3% | -3% | ? | i
COc1cc(C2C(C#N)=C(N)OC3=C2C(=O)CC(C)(C)C3)ccc1OCCN1CCOCC1 (stereo not drawn) | -60% | 9% | 2% | 17% | -12% | -5% | 0% | i | i
O=S(=O)(c1ccccc1)N1CCCC1c1nc2ccccc2s1 (stereo not drawn) | -12% | 22% | -2% | ? | ? | -4% | -10% | -3%[57.5 µM] | i
COc1cccc(N2C(=O)CSC23C(=O)N(CC(=O)Nc2cc(C)ccc2C)c2ccccc23)c1 (stereo not drawn) | 1% | 9% | . | -2% | 27% | 1% | -4% | i | .
Cc1cccc(-n2c(C)nc3cc(C(=O)NC4CCCCCC4)ccc32)c1 | -15% | ? | . | ? | . | . | -4% | i | .
O=C(O)c1ccc(N2C(=O)c3[nH]nc(-c4ccccc4)c3C2c2ccccc2)cc1 (stereo not drawn) | 4% | -18% | 3% | 2% | 4% | -10% | -14% | -56%[inhibitor] | i
CCN1CCN(c2sc(S(C)(=O)=O)nc2S(=O)(=O)c2ccc(Cl)cc2)CC1 | -28% | -4% | 0% | ? | -5% | 1% | -1% | i | i
O=C(CCc1nnc(Cc2ccc3c(c2)OCO3)o1)NCCc1ccccc1Cl | -2% | 7% | 1% | ? | 11% | 0% | 1% | ? | i
Cc1cc(N2CCN(C(=O)c3ccco3)CC2)n2ncc(-c3ccccc3)c2n1 | 3% | 21% | 0% | ? | ? | -17% | -80%[inhibitor] | -24% | i
COC(=O)CN1C(=O)C(C)(C)c2cc(S(=O)(=O)Nc3ccc(C(C)C)cc3)ccc21 | 6% | ? | . | 8% | 11% | . | 1% | -10% | .
CC1(C)NC(=O)N(Cc2cc(=O)n3ccsc3n2)C1=O | 5% | 1% | 0% | 16% | -2% | -2% | -6% | -7% | i
CC(C)(C)Nc1nc(-c2ccccn2)nc2ccccc12 | ? | -11% | 3% | ? | 12% | 1% | -2% | -16% | i
CCc1ccc2oc(C(=O)N3CCN(c4ccc(OC)cc4)CC3)cc(=O)c2c1 | -1% | 13% | 1% | -14% | 0% | 11% | -1% | -14% | i
Fc1ccc(CNc2cc(-c3ccccc3)nc3nncn23)cc1 | 6% | ? | . | -10% | 18µM* | . | 3% | ? | .
CCC(=O)N1c2ccccc2CC1C(=O)NCCN1CCN(c2ccccc2F)CC1 (stereo not drawn) | 12% | -13% | . | 1% | 7% | . | -9% | -2% | .
COc1ccc(OCc2nnc3n2N=C(c2ccc(Br)cc2)CS3)cc1 | -17% | ? | 0% | 9% | 14% | -1% | -7% | i | i
CC(C)N(CCO)Cc1nc(C(c2ccccc2)c2ccccc2)no1 | -1% | 18% | -8% | -60% | -17% | -9% | 1% | -2% | i
CCOC(=O)c1c(NC(=O)c2ccc(S(=O)(=O)N(C)CC3CCCO3)cc2)sc2c1CC(C)(C)NC2(C)C (stereo not drawn) | -2% | 36% | -1% | ? | -13% | 11% | 30% | i | i
Cc1ccc(C)c(NC(=O)[C@@H]2CCCN2S(=O)(=O)c2ccccc2F)c1 | -11% | 4% | -2% | -14% | 26% | 0% | -3% | -32%[inhibitor] | i
Cn1cnc(S(=O)(=O)N2CCC(C(=O)NCc3ccc(F)cc3)CC2)c1 | 1% | 2% | . | 6% | 20% | . | -10% | i | .
CN(CCc1ccccn1)S(=O)(=O)c1ccccc1F | 0% | 7% | -1% | 0% | 18% | 0% | 3% | -16%[57.5 µM] | i
CCOc1cc(/C=C\c2nc(O)c([N+](=O)[O-])c(=O)[nH]2)ccc1OC(C)C | -13% | 26% | 2% | 17% | -7% | 0% | -1% | -5% | i
CCC(Oc1ccccc1)C(=O)NC1CCSC1=O (stereo not drawn) | 17% | 26% | 1% | 3% | 16% | -5% | -15% | -6% | i
Cc1c(C(=O)NCc2ccccc2Cl)sc2nc(-c3ccc(F)cc3)cn12 | -7% | 11% | . | ? | 19% | . | 1% | -17% | .
CCOC(=O)N1CCN(C(=O)c2cc(OC)cc(OC)c2)CC1 | 11% | -11% | 1% | -9% | -12% | 4% | -12% | -4%[57.5 µM] | i
NC(=O)c1ccccc1NC(=O)C1CCCO1 (stereo not drawn) | 3% | -11% | 1% | 19% | 4% | 0% | 6% | i | i
O=C1COc2ccc(C(=O)COC(=O)Cc3c(F)cccc3Cl)cc2N1 | 11% | 26% | -3% | -19% | 7% | 1% | 0% | i | i
O=C1CC(C(=O)Nc2ccc(F)cc2)n2cnnc2N1 (stereo not drawn) | 7% | 6% | -2% | 33%[activator] | 18% | 8% | 4% | -8% | i
Cc1ccc(C(=O)OCC(=O)Nc2ccc(C)c(S(=O)(=O)N3CCCCC3)c2)o1 | -13% | 1% | . | ? | 0% | -16% | 8% | -30%[inhibitor] | i
CC1(C)CC(=O)c2c(nc(SCC(=O)Nc3nsc(-c4ccccc4)n3)c(C#N)c2-c2ccccc2)C1 | -4% | ? | -12% | ? | -11% | 1% | 9% | -13%[57.5 µM] | i
O=C(CSc1nc2nc3c(cc2c(=O)n1-c1ccccc1)CCCC3)Nc1cccc2ccccc12 | 1% | 10% | -24% | -18% | 14% | 9% | 3% | i | i
CC1c2cc3c(cc2CCN1C(=O)c1ccc(C(F)(F)F)cc1)OCCCO3 (stereo not drawn) | -15% | 25% | 2% | ? | -12% | -15% | -37%[inhibitor] | -47%[inhibitor] | i
CC(C)(CO)NCC(O)Cn1cc(C=O)c2ccccc21 (stereo not drawn) | 15% | -5% | 1% | 112%[activator] | 10% | 1% | -2% | -2% | i
CN(C)S(=O)(=O)c1ccc(C(=O)Nc2nc(-c3cc4ccccc4o3)cs2)cc1 | 0% | 5% | ? | ? | 0% | -1% | 2% | -22% | i
CCOC(=O)c1ccc(NC(=O)CC2C(=O)N(c3ccc(F)cc3)C(=O)N2Cc2ccc3c(c2)OCO3)cc1 (stereo not drawn) | -5% | 40µM* | . | ? | 2% | . | -2% | i | .

In another format: 8 of the compounds above.
Fields: HEK293 tox	FUS yeast rescue	Mm-Cpn inhibitor	GLP-1R inv ag	TDP-43 yeast inh	aSyn rescue	Abeta rescue	PTHR1 agonist	pAkt inh
O=C1CC(C(=O)Nc2ccc(F)cc2)n2cnnc2N1 (stereo not drawn)
→ 7%	6%	-2%	33%[activator]	18%	8%	4%	-8%	i
Cc1ccc(C(=O)OCC(=O)Nc2ccc(C)c(S(=O)(=O)N3CCCCC3)c2)o1
→ -13%	1%	.	?	0%	-16%	8%	-30%[inhibitor]	i
CC1(C)CC(=O)c2c(nc(SCC(=O)Nc3nsc(-c4ccccc4)n3)c(C#N)c2-c2ccccc2)C1
→ -4%	?	-12%	?	-11%	1%	9%	-13%[57.5 µM]	i
O=C(CSc1nc2nc3c(cc2c(=O)n1-c1ccccc1)CCCC3)Nc1cccc2ccccc12
→ 1%	10%	-24%	-18%	14%	9%	3%	i	i
CC1c2cc3c(cc2CCN1C(=O)c1ccc(C(F)(F)F)cc1)OCCCO3 (stereo not drawn)
→ -15%	25%	2%	?	-12%	-15%	-37%[inhibitor]	-47%[inhibitor]	i
CC(C)(CO)NCC(O)Cn1cc(C=O)c2ccccc21 (stereo not drawn)
→ 15%	-5%	1%	112%[activator]	10%	1%	-2%	-2%	i
CN(C)S(=O)(=O)c1ccc(C(=O)Nc2nc(-c3cc4ccccc4o3)cs2)cc1
→ 0%	5%	?	?	0%	-1%	2%	-22%	i
CCOC(=O)c1ccc(NC(=O)CC2C(=O)N(c3ccc(F)cc3)C(=O)N2Cc2ccc3c(c2)OCO3)cc1 (stereo not drawn)
→ -5%	40µM*	.	?	2%	.	-2%	i	.

High-throughput results (PubChem BioAssay)

These rows are one share of the data (hit frequency here may not be typical).
